CHO-K1 Ca antag = M1 antagonist counterscreen hit in parental CHO-K1 cells; ATP-induced calcium, Fluo-8 fluorescence; inhibition, % at 3 µM; actives 0.6% (n = 360,000);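 active = inhibition above a per-plate cutoff, the plate's mean sample inhibition plus 3 SD, cut at about 24% in these data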;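 also: 0% = DMSO plus EC80 ATP and 100% = DMSO alone without ATP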
M4 antag = blocks acetylcholine activation of human M4 receptor; P08173; CHO-hM4 cells, ACh EC80, Fluo-8 calcium fluorescence; inhibition, % at 3 µM; actives 0.73% (n = 360,000); AID 624125;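 active = inhibition above its plate's cutoff, the mean inhibition of sample wells plus 3 SD, cut at about 27% in these data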;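 also: 0% = acetylcholine EC80 with DMSO and 100% = DMSO without agonist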
Target sequence (P08173 whole entry, looked up): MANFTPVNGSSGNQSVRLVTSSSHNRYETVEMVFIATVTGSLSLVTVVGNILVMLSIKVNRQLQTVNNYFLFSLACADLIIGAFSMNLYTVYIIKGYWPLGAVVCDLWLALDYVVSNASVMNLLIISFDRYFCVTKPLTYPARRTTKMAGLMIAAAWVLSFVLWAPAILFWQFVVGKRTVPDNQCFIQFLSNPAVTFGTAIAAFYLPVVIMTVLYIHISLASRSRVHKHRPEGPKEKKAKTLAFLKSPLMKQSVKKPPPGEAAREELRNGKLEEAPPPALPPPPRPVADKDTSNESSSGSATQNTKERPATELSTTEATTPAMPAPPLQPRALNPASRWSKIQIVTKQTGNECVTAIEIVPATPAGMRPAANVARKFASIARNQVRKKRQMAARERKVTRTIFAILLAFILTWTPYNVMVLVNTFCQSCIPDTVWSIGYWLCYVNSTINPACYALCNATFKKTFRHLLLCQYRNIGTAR
M4 ag = CHRM4 agonism in calcium assay. P08173. actives 0.14% (n = 360,000). activation, % at 3 µM. CHO-K1 hM4/Gqi5, Fluo-8 calcium fluorescence; vehicle 0%, full acetylcholine response 100%;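 active = activation above the run mean over all test wells plus 3 SD, cut at about 32% in these data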;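 also: peak over basal fluorescence ratio per well then scaled between controls; 0% = DMSO wells and 100% = acetylcholine at EC100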
M5 PAM = positive allosteric modulators of human muscarinic M5 receptor; CHO-K1 hM5, Fluo-8 calcium, ACh EC20 PAM; 0% = ACh EC20, 100% = ACh EC100; activation, % at 3 µM; actives 0.3% (n = 360,000);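 active = activation above the run cutoff, the mean activation of all test compounds plus 3 SD, cut at about 18% in these data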
Target sequence (P08912 whole entry, looked up): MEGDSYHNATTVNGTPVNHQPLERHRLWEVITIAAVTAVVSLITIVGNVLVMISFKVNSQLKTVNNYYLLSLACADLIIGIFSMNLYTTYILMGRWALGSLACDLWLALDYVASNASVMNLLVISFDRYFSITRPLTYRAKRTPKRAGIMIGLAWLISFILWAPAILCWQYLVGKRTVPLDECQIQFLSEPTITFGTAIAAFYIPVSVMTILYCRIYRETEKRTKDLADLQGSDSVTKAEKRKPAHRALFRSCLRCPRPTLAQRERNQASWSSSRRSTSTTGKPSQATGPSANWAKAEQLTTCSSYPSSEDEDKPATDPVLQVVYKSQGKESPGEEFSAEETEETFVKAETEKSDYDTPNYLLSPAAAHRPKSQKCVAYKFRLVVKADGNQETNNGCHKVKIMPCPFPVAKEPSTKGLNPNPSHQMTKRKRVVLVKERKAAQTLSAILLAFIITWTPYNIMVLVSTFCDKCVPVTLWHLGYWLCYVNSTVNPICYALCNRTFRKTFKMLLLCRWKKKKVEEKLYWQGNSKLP
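Test system: CHO-K1 hM5 cells / Doses: single-point, 3 µM nominal / Times: Post-acetylcholine fluorescence recording 140 s / Technique: Fluo-8 calcium fluorescence / Measure: Max/basal fluorescence ratio as % of EC20–EC100 ACh window / Benchmarks: low control EC20 acetylcholine (0%), high control EC100 acetylcholine (100%) / Replicates: one well per compound, no replicates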
CHO-K1 Ca PAM = M1 PAM counterscreen hit in parental CHO-K1 cells; ATP EC20, Fluo-8 calcium fluorescence; 0% at ATP EC20, 100% at ATP max; activation, % at 3 µM; actives 0.02% (n = 360,000); AID 602247;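 active = activation above the run cutoff, the mean activation of all test compounds plus 3 SD, cut at about 40% in these data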;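 also: peak over basal fluorescence ratio in a 140 s read after ATP addition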
M5 antag = blocks acetylcholine activation of human M5 receptor | actives 0.59% (n = 360,000) | P08912 | inhibition, % at 3 µM | AID 624040 | CHO-hM5 cells, Fluo-8 calcium fluorescence, ACh EC80;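 active = inhibition above a per-plate cutoff, the mean of that plate's test compounds plus 3 SD, cut at about 27% in these data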;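 also: 0% = acetylcholine EC80 with DMSO and 100% = DMSO without agonist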
M1 ag parental = counter-screen for M1 agonists: effect in parental CHO-K1 cells; Fluo-8 calcium fluorescence; scaled to maximal ATP response, vehicle zero; activation, % at 3 µM; actives 0.48% (n = 360,000); AID 602248; in the data active = activation above about 15%;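 also: untransfected CHO-K1 host cells lacking M1 receptor as counterscreen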
CHRM4 PAM = positive allosteric modulators of human muscarinic M4 receptor. CHO-K1 hM4/Gqi5, Fluo-8 calcium fluorescence, ACh EC20; 0% = ACh EC20, 100% = maximal ACh. actives 0.4% (n = 360,000). P08173. AID 624126. activation, % at 3 µM;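 active = activation above its plate's cutoff, the mean activation of sample wells plus 3 SD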; also: some results filed as inactive read as strong as hits
CHRM5 agonist = agonists of human muscarinic M5 receptor (CHRM5); actives 0.19% (n = 360,000); activation, % at 3 µM; P08912; CHO-K1 hM5 cells, Fluo-8 calcium fluorescence; 0% DMSO wells, 100% maximal acetylcholine response;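 active = activation above the run's mean over test compounds plus 3 SD, cut at about 23% in these data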;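 also: signal is peak over basal fluorescence ratio across the kinetic read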
Starred values were filed as active, the others as inactive.

SMILES	CHO-K1 Ca antag	M4 antag	M4 ag	M5 PAM	CHO-K1 Ca PAM	M5 antag	M1 ag parental	CHRM4 PAM	CHRM5 agonist
COc1ccc(C2CC2C(C)=O)cc1 (stereo unspecified)	-9.4	0.1	-0.1	4.7	18.5	-22.6	-0.4	12.8	0.1
O=C(COC(=O)c1cn(-c2ccccc2)nc1-c1ccccc1)Nc1ncc(Cl)cc1Cl	-18.0	6.5	-0.3	3.1	20.8	-1.0	0.3	-6.0	-1.4
CN(Cc1c(C(=O)N2CCCCCCC2)nc2ccc(Cl)cn12)C1CCOC1 (stereo unspecified)	10.1	0.0	0.6	-2.2	-6.3	8.0	4.5	-1.0	-4.3
O=C(CN(C(=O)CCNC(=O)c1ccco1)c1ccccc1)NC1CCCC1	-16.6	-14.1	1.3	1.8	23.1	-3.0	0.0	14.3	-1.1
Cc1cc([N+](=O)[O-])c(-c2ccc(/C=N/n3cnnc3)o2)cc1Cl	-3.5	6.2	2.5	-1.0	18.5	9.0	0.7	8.8	-2.9
CCc1cccc(C)c1NC(=O)CCCSc1nc2ccccc2s1	1.9	-18.2	3.5	-4.7	9.6	3.6	3.0	7.5	-4.3
CCCCNC(=O)CSc1nc2ccsc2c(=O)n1C1CCN(C(=O)OCC)CC1	-7.7	9.4	0.8	-5.6	4.8	11.3	0.3	-2.1	-0.4
COc1ccc(-n2c(=O)c3c4c(sc3n(CC(=O)NCC3CCCO3)c2=O)CCCC4)c(OC)c1 (stereo unspecified)	-9.6	-10.1	-0.6	12.3	9.1	4.0	-0.4	15.9	4.3
CCC(=NC(C)c1ccccc1)c1c(O)n(C)c(=O)n(C)c1=O (stereo unspecified)	22.7	7.7	16.3	-13.4	-6.7	6.7	6.8	-20.1	7.8
CCCCC(CC)CNC(=O)C(=O)c1ccccc1NC(C)=O (stereo unspecified)	-15.6	1.3	0.2	-4.5	2.0	7.3	6.4	0.7	-2.5
CCOCC(=O)Nc1c(C(=O)Nc2ccc3c(c2)OCCO3)oc2ccccc12	0.7	-8.0	6.7	-3.5	-6.3	-3.3	1.2	-0.1	-10.7
Cc1c(OCC(=O)N[C@@H](CSCc2ccccc2)C(=O)O)ccc2c3c(c(=O)oc12)CCC3	4.4	-5.7	1.2	-3.6	4.3	-0.8	2.3	4.0	1.5
COc1ccccc1CCC(=O)Nc1ccc2c(c1)c(=O)n(C)n2Cc1cccc(C(F)(F)F)c1	0.9	3.8	8.3	-8.6	3.6	6.8	2.1	-5.8	-1.5
COc1ccc(C(=O)Nc2cccc(S(=O)(=O)NC3=NCCCCC3)c2)cc1	-20.9	-14.1	5.1	-5.0	10.6	8.5	4.3	15.5	-1.5
CC(C)[C@H](NC(=O)c1ccccc1)C(=O)OCC(=O)NCc1ccc(F)cc1	-3.2	7.4	0.0	2.1	-11.7	1.9	0.0	-2.3	-4.3
CC1(C(=O)NS(=O)(=O)Cc2cccc(Cl)c2)CCN1C(=O)c1ccc(C2CCCCC2)cc1 (stereo unspecified)	-16.6	-1.6	0.1	0.9	22.3	-4.4	0.4	3.3	1.1
Oc1ccc(-c2n[nH]c(=S)n2Cc2ccco2)cc1	-9.0	-7.2	0.2	4.8	14.3	-13.4	0.6	5.7	-2.8
COc1cnc(SCc2ccc(Cl)c(Cl)c2)nc1Cl	-6.1	3.7	-0.9	5.6	6.5	-3.7	-0.1	-7.8	-0.2
c1ccc(-c2nc3nc4ccccc4nc3n2CC2CCCO2)cc1 (stereo unspecified)	8.5	1.3	17.1	-13.8	-8.5	14.6	6.3	-12.7	-1.1
O=S(=O)(/C=C/c1ccccc1)N1CCN(Cc2ccc3c(c2)OCO3)CC1	-4.7	1.0	1.9	-7.5	-0.4	1.6	0.8	-7.6	-3.5
CCOC(=O)c1ccc(N2C(=O)CC(N3CC(C)OC(C)C3)C2=O)cc1 (stereo unspecified)	-0.5	-6.2	1.3	4.9	5.6	3.4	0.7	15.1	-3.4
Nc1c(C(=O)N2CCOCC2)oc2ccccc12	12.1	6.0	0.2	-3.0	17.4	13.1	-0.4	2.4	-3.5
O=C(CSc1nnc(NC(=O)c2ccccc2F)s1)Nc1ccccc1F	-9.4	0.2	5.1	0.6	10.6	6.7	4.6	-2.0	0.3
Cc1nn2c3c(cnc2c1-c1ccc(Cl)cc1)C(=O)CC(c1ccco1)C3 (stereo unspecified)	6.1	5.9	-0.1	5.0	-2.4	-6.3	0.4	7.5	-0.5
Cc1cc(C(F)(F)F)n2nc(-c3cnn(C)c3C(F)(F)F)c(Br)c2n1	-8.8	-1.2	0.8	2.4	5.6	5.3	0.9	6.2	-4.5
CS(=O)(=O)N(Cc1ccccc1)c1ccc(C(=O)NCC2CCCO2)cc1 (stereo unspecified)	-4.8	-0.4	1.1	-9.5	9.7	-8.0	1.0	2.6	-5.1
COc1ccccc1N(C(=O)CNC(=O)c1ccco1)C(C(=O)NC1CCCCC1)c1ccncc1 (stereo unspecified)	2.8	12.0	-0.6	-5.5	2.4	18.8	-0.4	-12.8	-2.8
COc1ccc(NS(=O)(=O)c2ccc(O)c(C(=O)OCC(=O)NC3CCCCC3)c2)cc1	-13.5	-4.7	3.6	-2.5	2.3	7.7	2.0	-4.6	-0.3
COc1cccc(CC(=S)N2CCOCC2)c1	-3.5	10.5	0.2	-4.4	-5.5	2.0	-0.2	-4.1	-0.7
COc1cc(C(C)=O)ccc1OCC(=O)Nc1cc(C)on1	-10.4	3.5	1.3	-4.6	11.6	1.5	0.4	8.1	3.4
CC1(C(=O)NS(=O)(=O)c2ccc3ccccc3c2)CCN1C(=O)C1(c2ccc(Cl)cc2)CCC1 (stereo unspecified)	-11.1	4.8	1.3	-0.1	10.8	8.3	3.2	-2.2	-0.1
CN(C)C(CNC(=O)c1ccc(S(=O)(=O)Nc2ccccc2)cc1)c1ccco1 (stereo unspecified)	-3.4	9.9	4.9	-1.6	3.0	6.0	3.0	-3.9	-1.7
C=C(C)Cn1c(=O)c2c(nc3n2CCCN3Cc2ccccc2)n(C)c1=O	7.4	10.7	3.5	8.4	-12.1	5.4	1.5	1.8	-2.7
COc1ccc(NC(=O)N(C)C[C@@H]2Oc3c(NC(=O)Nc4c(C)noc4C)cccc3C(=O)N([C@@H](C)CO)C[C@@H]2C)cc1	-12.0	-2.7	1.6	12.9	15.3	1.6	-0.1	14.3	4.7
CCN(CC)CCn1c2ccccc2c2cnc(N=CN(C)C)c(C#N)c21	-9.5	-4.0	1.7	0.8	15.1	-3.5	-0.3	1.1	-1.4
CN(C)S(=O)(=O)c1ccc2oc(SCC(=O)c3c(N)n(C4CC4)c(=O)[nH]c3=O)nc2c1	-15.0	16.4	11.8	-6.3	9.9	7.5	20.4*	-8.9	2.7
Cc1cc(C)nc(NC(=NCCc2c[nH]c3ccccc23)NC(=O)C(C)(C)C)n1	-16.9	9.0	1.0	4.5	7.4	0.6	1.4	-4.8	5.2
CN(C)c1nc(NCc2ccccc2)nc(N/N=C/c2ccc(Br)cc2)n1	0.0	-4.2	-0.8	4.0	13.0	-7.4	-0.6	12.9	-1.7
Cc1cccc(C(=O)OCC(=O)N(C)c2ccccc2)c1C	0.0	2.2	5.6	-8.8	-29.6	15.6	0.5	-3.2	-3.5
C/C(=N\N=C(N)N)c1cccc(Cl)c1	-7.8	-9.4	2.5	6.0	16.1	1.8	1.7	-1.8	-9.3

One compound at a time, as listed above:
Shown for CCC(=NC(C)c1ccccc1)c1c(O)n(C)c(=O)n(C)c1=O (stereo unspecified) → CHO-K1 Ca antag: 22.7; M4 antag: 7.7; M4 ag: 16.3; M5 PAM: -13.4; CHO-K1 Ca PAM: -6.7; M5 antag: 6.7; M1 ag parental: 6.8; CHRM4 PAM: -20.1; CHRM5 agonist: 7.8
Shown for COc1ccc(-n2c(=O)c3c4c(sc3n(CC(=O)NCC3CCCO3)c2=O)CCCC4)c(OC)c1 (stereo unspecified) → CHO-K1 Ca antag: -9.6; M4 antag: -10.1; M4 ag: -0.6; M5 PAM: 12.3; CHO-K1 Ca PAM: 9.1; M5 antag: 4.0; M1 ag parental: -0.4; CHRM4 PAM: 15.9; CHRM5 agonist: 4.3

Next section.
SMILES	CHO-K1 Ca antag	M4 antag	M4 ag	M5 PAM	CHO-K1 Ca PAM	M5 antag	M1 ag parental	CHRM4 PAM	CHRM5 agonist
Cc1c(C(c2cccc(Br)c2)c2c(C)n(C)n(-c3ccccc3)c2=O)c(=O)n(-c2ccccc2)n1C	-2.3	0.1	0.6	0.9	1.9	0.3	0.0	-3.5	-4.4
O=C(c1ccc(Br)c(S(=O)(=O)N2CCOCC2)c1)N1CCN(C/C=C/c2ccccc2)CC1	-11.2	2.0	9.0	-25.9	5.3	10.0	8.2	-7.2	-9.3
Clc1ccc(CSc2nnc(/C=C/c3ccccc3)o2)c(Cl)c1	-16.4	-6.5	0.2	2.7	10.7	4.3	0.0	14.7	-2.5
O=C(c1ccc(NC(=S)NCc2ccc(Cl)cc2)cc1)N1CCCCC1	-11.1	-3.0	3.0	-3.5	21.7	6.1	12.9	-2.4	5.5
Cc1ccc(C)c(NC(=O)Cn2nnc(C(=O)NCc3cccs3)c2N)c1	8.8	-4.3	-0.1	-3.0	7.9	1.7	-0.3	-1.0	-4.5
CC(=O)Nc1nonc1-c1nc2ccccc2n1C	0.3	-9.8	0.7	-5.0	-9.3	5.9	0.1	0.7	0.1
CCN(CC)S(=O)(=O)c1ccc(OCC2CCCCO2)c([N+](=O)[O-])c1 (stereo unspecified)	-3.3	-5.8	4.2	1.8	11.7	-1.7	3.8	-2.9	-2.5
O=C(O)CC1S/C(=N/N=C/c2ccc(-c3ccc(Cl)cc3[N+](=O)[O-])o2)NC1=O (stereo unspecified)	7.8	14.1	0.6	-1.9	12.8	-0.4	0.1	-2.5	0.5
NNC(=O)c1cccc(S(=O)(=O)Nc2cccc(C(F)(F)F)c2)c1	-13.9	-7.1	-0.3	1.5	7.3	8.0	0.0	-3.0	0.0
CC1CN(C(=O)CSc2nc(-c3ccccc3)cs2)CC(C)O1 (stereo unspecified)	-1.1	-7.3	1.3	2.8	4.0	-5.2	0.0	14.5	-0.9
CCN1CCN(C(=O)CN2C(=O)COc3ccc(S(=O)(=O)N4CCOCC4)cc32)CC1	11.9	3.5	15.9	-7.4	1.5	7.4	2.3	-3.5	-1.6
Cc1ccc(-c2noc(CCC(=O)N3CCN(c4cc(C)ccc4C)CC3)n2)cc1	-17.8	-5.6	0.4	4.2	29.7	-1.5	2.4	7.7	0.0
FC(F)(F)c1cc(N2CCOCC2)nc(-c2ccccc2)n1	0.5	3.4	0.1	-3.3	7.9	4.2	-0.4	3.6	-3.7
CN(C)CC1CCC/C(=C\c2ccc(OC(=O)/C=C/c3ccccc3)cc2)C1=O (stereo unspecified)	-7.2	-12.8	4.0	6.9	-0.8	10.7	0.3	-0.8	4.7
CC(C)N(Cc1ccccc1)S(=O)(=O)c1ccc2c(c1)NC(=O)CO2	-14.8	7.3	0.6	0.7	11.9	-5.2	-0.1	-1.3	-2.7
O=C(Nc1cc(SCCO)cc([N+](=O)[O-])c1)c1ccco1	15.1	-4.6	2.5	4.7	-14.2	-8.5	0.2	2.8	1.5
Cc1ccc(C)c(NC(=O)COc2cccc3c2CCN(Cc2ccccc2C)C3=O)c1	-7.7	-13.3	1.7	-0.5	23.1	-1.1	0.6	-2.1	-3.8
O=C(CSc1n[nH]c(=O)n1-c1ccccc1)N1CCOCC1	-14.7	4.1	0.1	-6.0	1.0	6.3	0.5	-8.1	-4.3

Screening results deposited in PubChem BioAssay by The Scripps Research Institute Molecular Screening Center.
